mABHD4 FP: inhibitors of mouse ABHD4 | hit rate 0.54% among 370,000 | inhibition, % at 8.92 µM | Q8VD66 | purified mABHD4, FP-Rh probe fluorescence polarization;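 active means inhibition exceeding the mean over every tested compound plus 3 SD, cut at about 30% in these data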;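 further: 0% = plate median of compound wells and 100% = S159A mutant with DMSO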
Target sequence (Q8VD66 whole entry, looked up): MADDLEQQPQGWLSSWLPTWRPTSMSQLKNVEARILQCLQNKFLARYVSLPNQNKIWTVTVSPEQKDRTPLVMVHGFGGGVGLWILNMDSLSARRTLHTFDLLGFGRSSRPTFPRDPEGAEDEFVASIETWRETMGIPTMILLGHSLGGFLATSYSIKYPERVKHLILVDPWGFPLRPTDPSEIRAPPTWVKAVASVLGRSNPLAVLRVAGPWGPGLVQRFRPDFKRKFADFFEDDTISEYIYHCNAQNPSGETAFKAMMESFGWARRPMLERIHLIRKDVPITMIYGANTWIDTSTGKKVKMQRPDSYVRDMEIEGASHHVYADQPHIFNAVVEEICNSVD
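Assay system: wild-type mouse ABHD4 protein; compound: single nominal dose of 8.92 µM, 0.89% DMSO final; schedule: 45 min + 60 min at 25 °C; measured by: FP readout, ex 525 nm / em 598 nm; evaluation: % inhibition of FP-Rh probe binding versus controls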
TDP2 absorb: TDP2 (human) inhibition, absorbance primary screen; inhibition, % at 12.8 µM; hit rate 0.34% among 370,000; O95551; recombinant TDP2, T5PNP hydrolysis, p-nitrophenol absorbance 415 nm;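 active means inhibition above the mean of all tested compounds plus 3 SD, set per campaign, cut at about 25% in these data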;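 further: 0% = DMSO with enzyme and 100% = buffer with substrate but no TDP2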
Target sequence (O95551 whole entry, looked up): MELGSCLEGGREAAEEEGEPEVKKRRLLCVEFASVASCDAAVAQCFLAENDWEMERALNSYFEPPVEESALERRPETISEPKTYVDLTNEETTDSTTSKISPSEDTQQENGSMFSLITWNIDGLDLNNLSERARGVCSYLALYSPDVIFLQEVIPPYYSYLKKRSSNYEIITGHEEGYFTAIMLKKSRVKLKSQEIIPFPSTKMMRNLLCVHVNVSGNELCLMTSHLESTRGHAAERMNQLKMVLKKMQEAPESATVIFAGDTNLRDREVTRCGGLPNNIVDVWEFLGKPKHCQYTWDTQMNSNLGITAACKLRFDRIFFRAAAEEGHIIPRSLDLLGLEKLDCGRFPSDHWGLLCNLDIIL
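System: recombinant human TDP2 / Amount: 120 nM TDP2 per well / Also added: 5 mM T5PNP chromogenic substrate / Doses: 12.8 µM single point, 1% DMSO / Incubation: 2 h at 37 °C / Detection: p-Nitrophenol epi absorbance / Evaluation: % inhibition relative to enzyme-containing and enzyme-free wells / Repeats: singlicate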
PRMT1 FP inh: blocks human protein arginine methyltransferase 1. Q99873. recombinant PRMT1, activity-based probe fluorescence polarization. inhibition, % at 2.79 µM. hit rate 1.3% among 370,000. AID 652257;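 active means inhibition above about 21% made by adding two undisclosed values, limit read from the data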
GC-B act: GC-B (human) receptor activation; P20594; HEK293-GC-B cells, CNP EC30, cGMP TR-FRET; 0% at EC30 CNP, 100% saturating CNP; activation, % at 10 µM; hit rate 0.11% among 370,000; AID 1920062;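 active means activation at 10 µM reaching about 35% in either raw or pattern-adjusted values, limit read from the data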
rCAG RNA binder: molecules binding r(CAG) RNA repeats; r(CAG) RNA repeat, TO-PRO-1 dye displacement fluorescence; inhibition, % at 3 µM; hit rate 1.3% among 370,000; AID 651821;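 active means inhibition above the plate cutoff, the mean of all test compounds on that plate plus 3 SD, cut at about 35% in these data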;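 further: 0% = DMSO alone and 100% = 100 µM mitoxantrone as full dye displacement; higher means more dye released from RNA so lower well fluorescence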
SIAE primary: inhibitors of human sialic acid acetylesterase SIAE; inhibition, % at 9.66 µM; hit rate 0.69% among 370,000; AID 1053197; SIAE FP-Rh probe binding, fluorescence polarization; Q9HAT2;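 active means inhibition above a cutoff: mean of compounds within the control limits plus 3 SD of those, cut at about 17% in these data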;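 further: 0% = plate median of compound wells and 100% = probe without SIAE protein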
HTRA1 inh: HTRA1 (human) protease inhibition; Q92743; hit rate 0.5% among 340,000; inhibition, % at 5.96 µM; recombinant HTRA1, FP-rhodamine activity-based probe, fluorescence polarization; in the data active means inhibition above about 36%;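 further: 0% = enzyme with DMSO and 100% = wells lacking enzyme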
MBD2 DNA inh: blocks human MBD2 binding to methylated DNA. TR-FRET, MBD2 binding to methylated oligonucleotide. inhibition, % at 4.4 µM. hit rate 0.31% among 370,000. Q9UBB5; in the data active means inhibition above about 13%
Target sequence (Q9UBB5 whole entry, looked up): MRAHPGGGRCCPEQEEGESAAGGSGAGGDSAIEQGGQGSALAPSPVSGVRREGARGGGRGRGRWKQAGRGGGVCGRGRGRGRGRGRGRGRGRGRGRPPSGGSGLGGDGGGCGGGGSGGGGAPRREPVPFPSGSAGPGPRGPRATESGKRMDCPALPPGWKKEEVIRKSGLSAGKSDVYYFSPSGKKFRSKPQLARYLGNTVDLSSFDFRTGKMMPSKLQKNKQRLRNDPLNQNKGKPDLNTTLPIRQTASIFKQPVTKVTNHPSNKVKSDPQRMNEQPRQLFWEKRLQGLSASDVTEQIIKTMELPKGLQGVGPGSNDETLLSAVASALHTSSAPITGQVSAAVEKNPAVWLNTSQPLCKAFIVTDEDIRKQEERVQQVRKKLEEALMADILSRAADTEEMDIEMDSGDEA
TCR-CD3 inh: blocks the human TCR-CD3 interaction; hit rate 0.37% among 360,000; AID 651800; TAMRA-labeled TCR probe fluorescence, biochemical; inhibition, % at 9.4 µM; in the data active means inhibition above about 19%;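 further: recombinant mutant TCR 2C K166C tagged with TAMRA read by polarization; 0% = receptor in buffer alone and 100% = receptor with positive control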
LEDGF integ inh: blocks HIV-1 LEDGF/p75-dependent DNA integration; TR-FRET IN-LEDGF/p75 DNA integration, Eu/Cy5; hit rate 0.64% among 370,000; AID 743269; inhibition, % at 3.7 µM;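 active means inhibition above the screen-wide mean plus 3 SD, cut at about 13% in these data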;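 further: signal is the Cy5 over europium emission ratio at 671 and 618 nm; 0% = plate median of compound wells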
Numbers without * were called inactive; / = no result given. Only part of the results is shown (hit frequency here may not be typical).

SMILES	mABHD4 FP	TDP2 absorb	PRMT1 FP inh	GC-B act	rCAG RNA binder	SIAE primary	HTRA1 inh	MBD2 DNA inh	TCR-CD3 inh	LEDGF integ inh
O=C(Nc1ccc(Cl)c(Cl)c1)C1=Cc2ccccc2OC1	-134	5	0	2	4	-147	-80	-4	4	-1
CN1[C@@H]2CC[C@H]1CC(OC(=O)c1c[nH]c3ccccc13)C2 (stereo partly specified)	-1	6	1	-2	0	2	1	-7	-1	0
O=C(CNC(=O)Cc1ccccc1)N=Nc1c(O)[nH]c2ccccc12	7	-5	2	0	11	-4	3	-10	17	-3
COc1cc(NC(=S)N2CCN(c3ccccn3)CC2)cc(OC)c1	4	2	3	3	2	4	-9	5	-10	-4
Cc1ccc(NC(=O)Cn2cc(S(=O)(=O)c3ccc(C)cc3)c(=O)c3cc(F)ccc32)cc1	-2	3	-4	7	9	-15	-5	1	8	4
Oc1ccc(Cl)cc1CNc1ccccn1	2	17	-3	-6	-2	0	2	0	-4	1
O=C(NN=c1c(=O)c2ccccc2c1=O)c1ccccc1	1	57*	-1	-10	4	0	-2	-8	0	9
CSc1ccccc1C(=O)NC1CCCCCC1	0	3	8	-7	-3	-4	10	1	-1	-3
COc1ccc(C(=O)NNC(=S)NC(=O)c2ccc(Br)o2)cc1OC	7	7	3	-1	5	5	1	5	20*	-3
C/C(=N/NC(=O)CNC(=O)Cc1ccccc1)c1ccc(Cl)cc1	7	2	-2	-5	-4	-4	/	5	-2	-3
COC(=O)c1ccc(NC(=O)CSc2nnc(C3CC3)n2C)cc1	3	-9	1	2	1	-2	4	-1	3	1
O=C(Nc1ccc(N2CCOCC2)cc1)NC1CCCCC1	8	14	-1	-2	-3	-1	-2	-3	5	-4
O=C(c1cccc(OC(F)F)c1)N1CCN(c2ncccn2)CC1	9	-13	0	-3	-1	7	0	-4	3	-6
O=C(Cn1c(=O)n(CCC(=O)N2CCc3ccccc3C2)c(=O)c2ccccc21)NCC1CCCO1 (stereo unspecified)	2	7	-2	1	-6	4	-10	-1	-2	-3
COc1ccc(Nc2nnc(-c3ccc(O)cc3)c3ccccc23)cc1C(N)=O	-2	-6	0	-11	-1	-6	-6	4	4	0
COc1ccc(S(=O)(=O)N2CCOC2CNC(=O)C(=O)NCCCN(C)C)cc1C (stereo unspecified)	4	0	-2	4	0	11	-1	-2	5	-1
O=[N+]([O-])c1ccc(CN2CCOCCOCCN(Cc3ccc([N+](=O)[O-])cc3Cl)CCOCC2)c(Cl)c1	4	4	0	-2	/	2	/	-3	/	2
CC(C)C1C(=O)CC(c2ccccc2)NC1c1ccccc1 (stereo unspecified)	2	-4	-4	4	-6	-6	-8	0	6	-1
COc1ccc(CNC(=O)COC(=O)c2cc(C)nc3ccccc23)cc1	4	7	-2	4	3	-1	2	-4	5	-3
O=C(N/N=C/C(Br)=C\c1ccccc1)c1ccco1	-5	6	1	-4	2	-2	/	1	170*	1
CC(C)C(NC(=O)c1ccccc1NC(=O)C(C)(C)C)C(=O)N1CCOCC1 (stereo unspecified)	4	1	8	2	-2	-2	-6	3	-1	-1
CC1CCCCCCC1OC(=O)c1ccccc1C(=O)O (stereo unspecified)	9	-1	1	4	4	-1	6	0	10	-1
CN1CCN(c2nc(-c3cccs3)cs2)CC1	2	-4	0	1	-3	8	1	0	7	6
CN(C(=O)c1cncc(Br)c1)C1C2CC3CC(C2)CC1C3 (stereo unspecified)	3	3	1	0	-6	8	1	0	2	-2
COC(=O)C1=C(C)N(C)C(=O)NC1c1cc(Cl)c(O)c(OC)c1 (stereo unspecified)	-2	-6	0	3	3	-2	-8	-1	8	0
CCCCN1C(=N)N([C@@H](CN2CCC[C@H]2CN2C(N)=NC[C@@H]2Cc2ccccc2)C(C)C)C[C@H]1Cc1ccccc1	14	-5	0	2	13	-2	-10	5	9	-1
O=C(CSc1nc2ccccc2n1Cc1ccc(Cl)cc1)N/N=C/c1ccccc1C(=O)O	-5	0	3	2	53*	-10	-24	2	-10	-4
Cc1cc(C)cc(NC(=O)N(C)Cc2ccccc2)c1	-8	2	7	-10	-4	-1	/	3	-8	3
COC(=O)c1cc(Br)c(=O)n(CCN2CCCCC2)c1	6	7	-1	-5	4	7	-1	2	3	-1
CCn1c(SCC(=O)c2cc(OC)ccc2OC)nnc1C1CC1	4	10	-2	5	-2	-1	4	-5	3	1
Cc1ccc(Cl)c(NC(=O)COC(=O)c2nn(-c3ccccc3)cc2O)c1Cl	-10	7	-3	0	11	-20	-7	2	7	-1
Cc1ccccc1CN1CCCCC(NC(=O)c2cc(-c3ccccc3)no2)C1=O (stereo unspecified)	-5	-1	4	1	5	-7	/	2	/	-3
Cc1nn(Cc2ccccc2Cl)c2sc(C(=O)NCCCn3ccnc3)cc12	-2	2	-2	9	-6	5	-1	-1	6	-1
CCCC(=O)N1CCc2cc(OC)c(OC)cc2C1c1cc2cc3c(cc2[nH]c1=O)OCO3 (stereo unspecified)	4	2	-1	6	-3	-6	3	5	-3	-3
Cc1ccc(NS(=O)(=O)c2cc(NC(=O)c3cc(=O)[nH]c(=O)[nH]3)ccc2Cl)c(C)c1	-37	3	-5	-12	54*	-38	-40	-3	3	1
Cc1noc(C)c1C(=O)N1CCc2ccccc2C1	-6	-5	3	-2	1	-7	-3	2	-3	0
O=C(NCCC(c1ccccc1)c1ccccc1)c1cccs1	-9	-2	3	-3	-5	-3	-30	3	1	-1
COc1ccc(COC(=O)C2CCN(S(=O)(=O)c3ccc(C)cc3)CC2)cc1	2	-1	1	1	-3	-4	-15	-1	-6	-1
COc1ccc(NC2CCCN(C(=O)c3ccccc3C(F)(F)F)C2)cc1 (stereo unspecified)	-2	3	1	-6	-3	-1	10	-4	-9	2
CCCCOc1ccc(C2C3CN(C(=O)OCC)CC=C3C(C#N)=C(N)C2(C#N)C#N)cc1OC (stereo unspecified)	3	-8	7	0	1	6	-11	-1	-1	6
CN1CCN(C(=O)C2=C[C@H](c3ccc4c(c3)OCO4)C[C@H](OCCCCO)O2)CC1	7	10	-3	0	0	4	2	0	3	-1
O=C(CN1C(=O)C2CC=CCC2C1=O)Nc1ccc(S(=O)(=O)NC2=NCCCCC2)cc1 (stereo unspecified)	2	-3	-1	1	5	-8	-2	3	1	-4
O=C(NCc1cccnc1)Nc1ccccc1F	0	0	0	5	-4	2	2	2	-4	1
Cc1ccc(N=Cc2ccc(N(C)C)cc2)cc1C	-1	7	-6	2	-1	4	2	-1	2	-1
COc1ccccc1NC(=O)N1CCN(c2cccc(C(F)(F)F)c2)CC1	-1	5	1	4	-5	-1	-11	-6	5	-2
CCOc1ccc(S(=O)(=O)NCCC(=O)N2CCCN(C)CC2)cc1	1	11	0	-1	-3	7	0	0	-8	2
CCOCCCN(C)C1CCN(C(=O)c2oc3ccccc3c2NC(=O)c2cccc([N+](=O)[O-])c2)CC1	-3	-11	0	0	-4	-6	-2	1	4	2
Cc1ccc(C2=CC(c3ccccc3)n3ncnc3N2)c(C)c1 (stereo unspecified)	0	5	3	6	-4	0	-6	-5	5	1
CCC1CCCCN1C(=O)COc1ccc2c(c1)OCO2 (stereo unspecified)	3	6	0	0	-1	6	0	-1	4	1
CCN1CCN(CC(=O)Nc2nc3ccccc3s2)CC1	13	18	2	5	6	6	0	3	8	4
Further compounds follow.
SMILES	mABHD4 FP	TDP2 absorb	PRMT1 FP inh	GC-B act	rCAG RNA binder	SIAE primary	HTRA1 inh	MBD2 DNA inh	TCR-CD3 inh	LEDGF integ inh
CN(CC(=O)NCc1ccc(F)cc1)S(=O)(=O)c1cccc2nsnc12	1	1	-1	1	-1	-4	4	-5	-1	-1
O=C(Nc1nc2cc3c(cc2s1)OCCO3)c1ccc(N2C(=O)CCC2=O)cc1	1	5	-5	-5	2	1	3	-3	0	1
CC(=O)C1=C(c2ccccc2)NC(=O)NC1c1ccccc1OCC(=O)NCc1ccccc1 (stereo unspecified)	-4	0	-2	0	1	2	-15	0	8	3
COCCN(C(=O)COC(=O)/C=C/c1ccc(OC)c(OC)c1)c1c(N)n(Cc2ccccc2)c(=O)[nH]c1=O	3	8	-2	-1	-2	-6	1	-7	0	2
COC(=O)c1cc(C)nc2c1C(=O)C(=O)C=C2N1CCOCC1	11	87*	0	-1	1	13	30	5	-4	38*
NC1=NC(=O)/C(=C/c2cccs2)S1	2	1	1	-3	1	10	6	-14	3	4
CN(C)c1ccc(C(=O)c2ccc(O)cc2O)cc1	-7	-2	-5	-3	3	-1	1	-2	3	-3
CCOC(=O)N1CCN(C(=O)COC(=O)c2ccc(O)cc2O)CC1	4	1	-3	2	-1	2	8	-4	-5	2
COc1ccccc1OCCC(=O)O	2	-17	-13	2	1	8	8	-3	0	1
S=C(NNC(=S)Nc1ccccc1)Nc1ccccc1	5	1	4	0	2	1	14	1	4	-3

Quoted at random: four compounds from above, in no set order.
SMILES	mABHD4 FP	TDP2 absorb	PRMT1 FP inh	GC-B act	rCAG RNA binder	SIAE primary	HTRA1 inh	MBD2 DNA inh	TCR-CD3 inh	LEDGF integ inh
COC(=O)c1cc(C)nc2c1C(=O)C(=O)C=C2N1CCOCC1	11	87*	0	-1	1	13	30	5	-4	38*
CN(CC(=O)NCc1ccc(F)cc1)S(=O)(=O)c1cccc2nsnc12	1	1	-1	1	-1	-4	4	-5	-1	-1
CC(=O)C1=C(c2ccccc2)NC(=O)NC1c1ccccc1OCC(=O)NCc1ccccc1 (stereo unspecified)	-4	0	-2	0	1	2	-15	0	8	3
COc1ccccc1OCCC(=O)O	2	-17	-13	2	1	8	8	-3	0	1

The list continues:
SMILES	mABHD4 FP	TDP2 absorb	PRMT1 FP inh	GC-B act	rCAG RNA binder	SIAE primary	HTRA1 inh	MBD2 DNA inh	TCR-CD3 inh	LEDGF integ inh
COc1cccc2[nH]c3c(N4CCC(C)CC4)ncnc3c12	-1	-5	-1	-15	-2	6	-5	3	5	-1
CCN(CC)C(=O)CSc1nnc(CNc2ccc(F)cc2)n1Cc1ccco1	-1	-3	10	0	5	-9	0	2	1	-5
COc1ccc(OCCCC(=O)ON=C(N)c2ccccc2Cl)cc1	-4	-10	-1	2	1	-5	-11	-12	3	0
Cc1cc(C(=O)COc2ccc(Br)cc2F)c(C)n1C1CC1	-2	9	3	-10	0	3	-11	1	-10	-5
Cc1cc2oc(=O)cc(-c3ccccc3)c2c(C)c1-c1ccc(N(C)C)cc1	-3	0	6	3	10	4	-16	4	-5	-4
Cc1cccc(OCCc2c(C)[nH]c(=S)[nH]c2=O)c1	4	-10	-1	-4	-2	15	7	4	-4	6
COc1cc2oc(=O)ccc2cc1[C@H](O)[C@@H](O)C(C)(C)O	3	-12	-2	9	1	3	-2	-4	5	-4
COc1ccccc1NC(=O)CSCC(N)=O	-3	13	7	-3	0	-10	3	2	-3	0
COc1ccc(N(C)S(=O)(=O)c2ccc3c(c2)oc(=O)n3C)cc1	-5	1	0	8	3	9	6	3	2	1
CCn1c(CCc2ccccc2)nc2ccccc21	4	9	0	-5	-5	6	2	-9	3	6
CCN(C[C@H]1N[C@@](Cc2ccccc2)(C(=O)OC)[C@H]2C(=O)N(C)C(=O)[C@@H]12)C(=O)Nc1ccc(F)cc1	-9	2	2	2	0	2	3	5	-6	4
Cc1ccc(C)c(NC(=O)CSc2nc(C)cc(C)c2C#N)c1	-1	9	-3	3	-2	11	-4	10	8	-1

Bioassay records: PubChem BioAssay, several laboratories
